C8 TRAIL sens: caspase-8 TRAIL sensitization; AID 624354; NB7+C8 cells + TRAIL, ATPlite viability luminescence; 1% of 360,000 active; inhibition (viability loss, TRAIL sensitization), % at 10 µM;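 active = compounds causing at least 50% loss of cell viability in the single-dose screen, relative to plate controls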
MITF TRPM1 inh: inhibitors of MITF-driven TRPM1 promoter in melanoma cells | SK-MEL-5 TRPM1 promoter luciferase, 24 h | inhibition, % at 12.5 µM | 0.83% of 330,000 active;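 active = mean inhibition across replicates of 60% or more, whatever share of single replicates reaches that level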; note: values of inactives mirror those of a sister screen read the other way
Shn3 3UTR inh: inhibitors of Schnurri-3 3'UTR reporter in osteoblasts. Clone20 osteoblast Shn3 3'UTR firefly luciferase, 24 h. inhibition, % at 12.5 µM. 0.52% of 360,000 active. AID 588674;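 active = mean inhibition of at least 75% with every replicate also reaching 75%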;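 note: 0% = median of neutral control wells and 100% = pilot-screen positive control compound; some compounds past the cut are filed as inactive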
TROY NFkB inh: blocks TROY-dependent signaling in reporter cells | inhibition, % at 10 µM | 0.98% of 360,000 active | Q293 LMP1-TROYcd NF-kB luciferase reporter, 4 h;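 active = compounds whose plate-normalised and pattern-corrected inhibition of the luciferase reporter signal at the single screening dose is 50% or more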
Peg3 promoter: Peg3 promoter activity inhibition; HeLa PEG-Prom luciferase reporter, luminescence, overnight; 1.7% of 360,000 active; inhibition, % at 20 µM; AID 588405;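 active = inhibition of at least 50% at 20 µM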
CF NFkB block: blocks PAF-induced NF-kB reporter in cystic fibrosis cells. KKLEB NF-kB-GFP reporter, GFP fluorescence overnight. inhibition, % at 5 µM. 0.86% of 360,000 active. AID 588850;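 active = at least 50% inhibition at 5 µM, scaled per plate between neutral and stimulator controls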;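 note: PAF is a Pseudomonas aeruginosa culture filtrate used as stimulus; plate controls were PAF-stimulated DMSO wells for no effect and unstimulated DMSO wells for full effect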
NR2E3 ag-1: agonists of human NR2E3 nuclear receptor; Q9Y5X4; CHO-S Gal4-NCOR/VP16-NR2E3 two-hybrid, luciferase; inhibition of corepressor binding, % at 3.98 µM; 0.35% of 360,000 active; AID 602229;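 active = inhibition above the mean of all tested compounds plus 3 SD, cut at about 70% in these data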;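 note: 0% = DMSO with NR2E3 transfected cells and 100% = cells lacking NR2E3 construct; higher means lower luciferase signal from less NR2E3 corepressor binding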
Target sequence (Q9Y5X4 whole entry, looked up, the tested form may be a part): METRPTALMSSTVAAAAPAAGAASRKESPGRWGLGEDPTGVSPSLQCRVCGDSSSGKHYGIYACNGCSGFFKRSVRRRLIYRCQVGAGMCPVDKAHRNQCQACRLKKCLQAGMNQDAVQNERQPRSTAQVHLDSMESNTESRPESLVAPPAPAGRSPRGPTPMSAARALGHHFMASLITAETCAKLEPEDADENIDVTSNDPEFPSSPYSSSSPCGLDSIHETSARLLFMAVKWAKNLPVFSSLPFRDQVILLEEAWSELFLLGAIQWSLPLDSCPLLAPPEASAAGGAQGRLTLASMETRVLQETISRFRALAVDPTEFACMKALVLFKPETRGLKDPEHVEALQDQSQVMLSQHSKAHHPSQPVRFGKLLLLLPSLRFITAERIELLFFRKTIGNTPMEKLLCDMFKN
HIF-2a inh: blocks HIF-2a reporter activity. inhibition, % at 18.8 µM. 0.72% of 360,000 active. 786-0 RCC cells HIF-2a reporter, luciferase luminescence, overnight;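 active = inhibition of the luminescence signal of 40% or more relative to plate controls, in a single-dose primary screen at 18.75 µM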
TWEAK-Fn14 inh: inhibitors of TWEAK-Fn14 interaction signaling | 2% of 360,000 active | TWEAK-stimulated Fn14 reporter cells, luciferase luminescence, 8 h | inhibition, % at 10 µM; in the data active = inhibition above about 50%
NR2E3 ag-2: activates human photoreceptor nuclear receptor NR2E3. AID 2300. inhibition of corepressor binding, % at 4.78 µM. GST-NR2E3/biotin-RetCOR TR-FRET, 1536-well. Q9Y5X4. 0.12% of 320,000 active;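 active = percent inhibition above the cutoff of mean plus 3 SD of all tested compounds, set per screening campaign, cut at about 20% in these data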;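 note: 0% = DMSO wells and 100% = biotin wells as full block of FRET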
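system = GST-tagged NR2E3 plus biotinylated RetCOR corepressor | input = 1.35 nM GST-NR2E3 | also added = 7 nM biotin-RetCOR | schedule = 5 h incubation at 4 °C | measured by = TR-FRET with europium anti-GST and streptavidin-D2, 340 nm excitation | read-out = percent loss of FRET ratio relative to control wells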
KKLEB tox: reduces viability of KKLEB cystic fibrosis airway cells; activity change (cytotoxicity), % at 5 µM; KKLEB CF airway cells viability, ATPlite luminescence, overnight; hits give low values; cells stimulated with P. aeruginosa culture filtrate; AID 602141; 0.36% of 360,000 active;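 active = corrected activity change at or below -50% at 5 µM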
Active calls of the source: *; . = not tested or not shown. Only part of the results is shown; the hit share may differ from the screen's.

structure	CF NFkB block	Peg3 promoter	C8 TRAIL sens	KKLEB tox	TROY NFkB inh	Shn3 3UTR inh	TWEAK-Fn14 inh	MITF TRPM1 inh	HIF-2a inh	NR2E3 ag-2	NR2E3 ag-1
CCOc1ccc(-c2cn(-c3cccc(SC)c3)c(=O)[nH]2)cc1	11.9	-41.6	0.6	-4.2	-14.8	18.3	16.3	-17.6	-31.7	4.2	-28.1
O=C(Cc1ccc(S(=O)(=O)N2CCOCC2)s1)N1CCN(S(=O)(=O)c2ccccc2F)CC1	6.5	16.5	6.1	-9.2	-2.5	17.2	-1.9	-15.4	12.7	.	-29.4
CCOC(=O)N1CCC(NC(=O)CN2C(=O)COc3ccc(C(C)(C)C)cc32)CC1	8.1	8.8	-15.3	-6.6	3.5	9.6	-14.8	-1.9	-3.2	1.7	-12.0
COc1ccc(N(C(=O)C(C)C)S(=O)(=O)c2cccc([N+](=O)[O-])c2)cc1	16.2	5.9	0.4	6.2	-6.7	4.0	9.5	15.1	12.3	6.9	-18.8
Cc1ccc(CSCCNS(=O)(=O)c2ccc(C)cc2)cc1	1.0	16.1	-9.6	2.9	18.4	11.8	7.9	-9.6	10.6	-2.0	-15.4
C[C@H](NC(=O)OC(C)(C)C)C(=O)N/N=C/c1ccc2nccnc2c1	11.8	3.0	-9.7	-8.6	-16.7	14.1	-13.5	.	11.3	0.2	-7.9
CCCC1CCC(c2ccc(/C(N)=N/O)cc2)CC1 (stereo not drawn)	8.5	-80.9	16.2	0.9	-32.8	-17.9	-2.2	-11.7	-89.7	-3.8	-22.3
CCOC(=O)C1=C(C)NC(=O)NC1c1c(O)ccc2ccccc12 (stereo not drawn)	9.7	-38.6	-6.2	-7.5	-6.6	-9.1	-0.1	.	28.6	0.9	-22.7
O=C(COC(=O)Cc1ccccc1[N+](=O)[O-])NNC(=O)c1ccc([N+](=O)[O-])cc1	-4.1	-3.8	-1.2	9.0	1.3	-0.9	-4.1	-0.8	9.6	4.1	-30.1
Cc1ccc(C(=O)N/N=C/c2c(O)ccc3ccccc23)cn1	12.3	45.1	16.5	1.6	-9.8	93.7*	8.8	59.9	-34.1	-6.4	2.5
CCC(C)NS(=O)(=O)c1ccc(-c2csnn2)s1 (stereo not drawn)	-0.7	19.0	11.5	0.2	-3.3	0.6	-7.3	0.5	22.2	4.8	-8.9
COc1ccc(NC(=O)Nc2c[nH]c(=O)[nH]c2=O)cc1OC	-11.5	17.3	-5.4	-1.1	-6.1	12.9	0.0	14.8	7.3	-0.2	7.9
CCCc1c(NC(=O)Nc2ccc(F)cc2)cnn1-c1ccc(Cl)cc1	-13.3	34.8	21.4	10.3	30.0	49.1	-54.4	-1.8	-3.3	-2.7	4.5
Cc1ccc2[nH]c(=O)c3cc(C(=O)NC(C)C)sc3c2c1	-8.4	28.9	-7.6	-1.1	-4.3	-16.4	-19.2	-8.1	-10.2	2.7	22.2
CN(C)c1nc(N(C)C)nc(N2CC(=O)N(c3ccccc3)C2=N)n1	-7.8	-1.5	-13.1	1.6	-1.2	49.6	-2.0	.	1.9	1.8	-15.6
CCOCCCNc1nc2c(C)cccn2c(=O)c1/C=C1\SC(=S)N(C(C)CC)C1=O (stereo not drawn)	-163.5	1.6	9.3	3.4	5.1	.	0.3	0.8	-4.3	-0.7	11.4
CCn1ncc(S(=O)(=O)NCc2ccccc2Cl)c1C	-22.0	-8.1	-17.8	33.9	-3.8	3.1	15.0	-7.6	3.7	0.5	1.8
Cc1ccc(CCC(=O)Nc2ccc(CC(=O)O)cc2)o1	-7.3	6.1	-4.2	6.6	-14.0	-63.7	-19.6	10.2	11.8	4.1	-33.0
O=C(Nc1cc(C(F)(F)F)ccc1N1CCOCC1)c1ccc(Cl)nc1	7.2	6.1	4.2	-7.6	-5.7	14.1	-0.2	5.6	17.5	3.6	4.9
OCC#CCSc1nnc(-c2ccccc2Br)o1	-19.4	-88.4	-6.7	5.1	-32.9	-9.6	-16.9	-29.5	-96.3	1.1	-19.0
CS(=O)(=O)c1ccc(Cl)c(NC(=O)COC(=O)/C=C/c2cnc3ccccc3n2)c1	-6.2	-7.8	6.9	-4.1	13.6	-9.2	25.8	9.3	-13.1	0.8	9.9
CC1CCC2(CC1)NC(=O)N(CC(=O)c1ccc(Cl)s1)C2=O (stereo not drawn)	14.2	-11.1	12.1	-3.3	-17.4	-6.4	-19.9	-11.8	-7.7	0.5	-1.2
COc1ccc(S(=O)(=O)NC2(C(F)(F)F)N=C3SCCN3C2=O)cc1 (stereo not drawn)	-1.5	8.5	5.5	2.4	-2.6	-5.6	-10.2	1.4	6.5	4.1	24.6
CCCS(=O)(=O)N1CCC(C(=O)NCCN2CCC(Cc3ccccc3)CC2)CC1	5.8	5.0	-0.9	12.3	-0.6	10.7	11.8	-3.5	16.2	4.6	-0.5
Cc1ccc(C(=O)NCCCNC(=O)c2ccccc2F)cn1	2.8	-6.1	-7.2	0.3	-8.4	-7.5	12.2	-2.0	5.9	-0.2	1.5

Three compounds out of the list, sorted by formula weight, descending.
structure	CF NFkB block	Peg3 promoter	C8 TRAIL sens	KKLEB tox	TROY NFkB inh	Shn3 3UTR inh	TWEAK-Fn14 inh	MITF TRPM1 inh	HIF-2a inh	NR2E3 ag-2	NR2E3 ag-1
CCCS(=O)(=O)N1CCC(C(=O)NCCN2CCC(Cc3ccccc3)CC2)CC1	5.8	5.0	-0.9	12.3	-0.6	10.7	11.8	-3.5	16.2	4.6	-0.5
O=C(COC(=O)Cc1ccccc1[N+](=O)[O-])NNC(=O)c1ccc([N+](=O)[O-])cc1	-4.1	-3.8	-1.2	9.0	1.3	-0.9	-4.1	-0.8	9.6	4.1	-30.1
CC1CCC2(CC1)NC(=O)N(CC(=O)c1ccc(Cl)s1)C2=O (stereo not drawn)	14.2	-11.1	12.1	-3.3	-17.4	-6.4	-19.9	-11.8	-7.7	0.5	-1.2

Other records follow.
structure	CF NFkB block	Peg3 promoter	C8 TRAIL sens	KKLEB tox	TROY NFkB inh	Shn3 3UTR inh	TWEAK-Fn14 inh	MITF TRPM1 inh	HIF-2a inh	NR2E3 ag-2	NR2E3 ag-1
OCCN1CCN(Cc2cc(Br)cc(Br)c2O)CC1	-20.3	12.2	-1.1	-2.4	15.8	-16.5	-3.7	7.3	-27.0	-0.7	-16.9
COc1ccc(CN2CCN(CC=C(C)C)C(CCO)C2)cc1Cn1cccn1 (stereo not drawn)	-7.8	14.7	-3.3	-35.8	-2.6	1.5	2.5	2.0	15.2	6.3	6.8
Cc1cnc(NC(=O)CN2CCN(c3ccccc3F)CC2)s1	4.0	7.7	7.2	0.9	-6.9	5.0	2.7	1.6	1.1	4.3	3.4
Cc1[nH]c(=O)[nH]c(=O)c1/C=N/NC(=O)[C@H](C)N	-2.2	4.9	-20.5	11.4	-7.5	2.7	-3.8	-4.4	15.9	0.2	-14.6
CCN(CC(=O)NCc1cccs1)C(=O)c1cccc(S(=O)(=O)N(C)C)c1	6.4	2.7	-12.3	-7.8	-7.3	-4.1	-9.8	-5.7	7.6	.	5.9
COc1ccc(OC)c(C(=O)CSc2nnc(-c3cccs3)n2C)c1	11.5	9.6	0.4	7.9	-8.5	4.7	10.9	3.9	4.4	1.8	-23.1
CCn1c(CNc2ccc(OC)cc2)nnc1SCC(=O)c1ccc(OC)cc1	-4.5	7.2	-13.8	8.0	-0.4	6.0	1.7	6.6	10.6	-1.3	-11.1
Cc1nn(C)cc1CN(C)C(=O)CC12CC3CC(CC(C3)C1)C2	10.4	-12.6	6.5	9.7	3.6	-0.5	-15.7	-11.1	11.1	-1.7	-16.0
CC1(C)CC(=O)C2=C(C1)N(CC1CCCO1)C(=O)C2(NC(=O)c1cccnc1)C(F)(F)F (stereo not drawn)	3.8	-1.4	0.0	3.9	10.3	-7.6	-7.3	8.3	14.7	0.8	-11.1
O=C(COc1ccccc1Cl)N1CCCC1	1.9	3.0	-0.6	3.0	18.0	-10.0	11.6	1.8	-3.0	0.3	-1.3
CCOC(=O)Cn1c2ccc(C)cc2c2nc(C)sc21	1.0	15.6	-14.5	17.1	11.9	-1.5	4.4	14.2	5.9	0.2	7.8
Cc1ccccc1-n1c(-c2cccnc2)n[nH]c1=S	-3.0	10.9	12.6	1.2	2.4	11.0	4.9	12.9	3.8	-2.5	-6.5
CCCCCCc1ccc(OC(=O)c2ccncc2)cc1	6.0	5.7	-12.3	5.0	12.4	13.8	-1.2	-7.3	-6.8	-0.8	-6.8
COc1ccc(S(=O)(=O)CCC(=O)Nc2c(C)cccc2C)cc1	6.3	2.0	-2.7	-8.2	-11.7	12.7	21.9	-0.3	10.2	-1.9	2.5
O=C(Nc1cccc(Cl)c1)Nc1ccc2c(c1)OCO2	23.7	-323.7	25.1	-1.2	-22.5	-12.1	-4.0	-73.4	-266.2	-0.9	-94.7
CCC1(CC)NC(=O)N(CC(=O)Nc2cccc3ccccc23)C1=O	1.2	-4.3	3.2	5.7	0.0	3.4	5.7	-1.9	-0.3	.	-0.4
CC(C)n1ncc2c(C(=O)N3CCN(Cc4ccc(Cl)s4)CC3)cc(C3CC3)nc21	5.5	14.6	-0.8	5.7	4.7	19.4	-0.1	13.6	1.8	1.4	2.5
N#C/C(=C\c1cccnc1)C(=O)Nc1ccc(SC(F)F)cc1	-13.8	23.0	-4.6	-13.6	2.8	-13.1	-18.8	8.3	16.2	0.5	-0.2
CN1CCN(S(=O)(=O)c2ccc3c(c2)OCCO3)CC1	6.7	-0.6	-11.8	-6.5	16.7	-0.8	-0.9	1.0	14.4	2.1	6.3
O=C(COC(=O)C1=COCCO1)Nc1ccc([N+](=O)[O-])cc1C(F)(F)F	10.8	1.1	-2.8	-0.3	13.1	4.5	8.7	3.4	-0.8	-0.6	30.6
O=C1C2CC=C(Cl)CC2C(=O)N1CNc1ccccn1 (stereo not drawn)	0.7	7.4	-9.4	-0.4	0.2	-5.7	-14.4	9.8	3.9	-0.9	-1.2

Screening results deposited in PubChem by several laboratories.
